Bioassay records as filed in PubChem BioAssay.
Autophagy HCS: autophagy modulation, high-content screen | MEF GFP-LC3 puncta imaging; test concentration mostly 10 µM | AID 463193 | 190,000 compounds, 0.98% hits | calls only at 10 µM (by protocol);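 active = percentage of spot-positive cells more than 3 SD above its plate mean, without a fluorescence outlier flag or 80% toxicity; inconclusive = no clear call, values can overlap the other calls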;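 also: spot-positive cell cutoff set from DMSO-treated cells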
P. falciparum M1AAP: malaria alanyl aminopeptidase activity blockers – biochemical, fluorogenic H-Leu-NHMec substrate, 1536-well (AID 1445). recombinant M1AAP, H-Leu-NHMec fluorogenic kinetic assay; higher % means a stronger effect. inhibition, % at 30 µM; hits with a dose series show IC50 in µM. 220,000 compounds, 0.42% hits;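 active = primary inhibition above the hit cutoff, then over 50% inhibition at one or more dose response concentrations, cut at about 23% in these data, passing the limit was not always enough; inconclusive = conflicting primary data, or primary hits not chosen for dose response; inactive = low primary inhibition, or under 50% at every dose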;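 also: plate controls were DMSO full reaction for no effect and no enzyme background for full effect; strong numbers were not always called active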
M17LAP inhibition: P. falciparum M17LAP inhibitors, primary screen, biochemical, fluorogenic H-Leu-NHMec substrate, 1536-well (AID 1619). recombinant M17LAP, H-Leu-NHMec fluorogenic kinetic assay; higher % means a stronger effect. inhibition, % at 30 µM; hits with a dose series show IC50 in µM. 220,000 compounds, 0.38% hits;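 active = compound inhibiting the enzyme by more than half at any dose during confirmatory dose-response retesting; inconclusive = strong single-dose inhibitors picked by rank but not retested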;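 also: plate controls were full reaction with DMSO carrier for no effect and no enzyme background for full effect; strong numbers were not always called active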
MT stabilize HCS: stabilizes microtubules in HeLa cells; HeLa tubulin immunostaining HCS, 24 h; share of cells brighter than vehicle mean+2SD; % tubulin-high responders, % at 10 µM; 200,000 compounds, 0.83% hits; AID 2205;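 active = plate Z-score above 3 for both tubulin-high and condensed-nucleus cell shares, with cell loss under 80%, at 10 µM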;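 also: anti alpha tubulin signal scored within the nucleus-defined area of each cell; some results filed as inactive read as strong as hits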
Lipid droplet: modulators of hepatic lipid droplet formation | 240,000 compounds, 0.4% hits | inhibition, % at 6.5 µM | AID 1656 | AML12 mouse hepatocytes, oleate lipid droplets, BODIPY imaging;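 active = lipid droplet intensity inhibited by at least 50%, with more than 500 cells counted; inconclusive = wells with under 300 cells, treated as cytotoxic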
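Assay system: AML12 mouse liver cells | Compound: 6.5 µM single-point dosing | Schedule: Overnight exposure | Technique: Fluorescence imaging, 20x objective, two fields per well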
Insulin prom up: MIN6 insulin promoter up-regulation; 190,000 compounds, 0.3% hits; z-score at 5 µM; MIN6 insulin promoter-GFP reporter, high-content imaging; stronger effect = higher value;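 active = z-score above 3 at 5 µM with at least 500 cells counted in the well; inconclusive = wells under 500 cells, flagged as cytotoxic or low count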
ER stress rescue: rescue of cells from ER stress-induced death, primary screen, 384-well, CSM14.1, thapsigargin, ATP luminescence (AID 1222); CSM14.1 thapsigargin-induced death rescue, ATP luminescence; higher % means a stronger effect; 190,000 tested, under 10 active; cellular ATP content (survival), % at 20 µM, or EC50 in µM where a hit was titrated;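 active = EC50 below 50 µM in the dose-response confirmation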;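 also: death triggered by thapsigargin at about 15 µM added after 2 h compound pretreatment; cell ATP read after overnight thapsigargin exposure of roughly 18 to 22 hours; normalized against plate controls of thapsigargin alone and 5% DMSO vehicle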
Dynein transport: blocks dynein driven cargo transport along microtubules; z-score, hits read low; 220,000 compounds, 0.47% hits; 3617.4 mouse cells, GR-EGFP nuclear translocation imaging; test concentration mostly 20 µM; stimulated with dexamethasone, 1 µM; stronger effect = lower value;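 active = plate z-score of nuclear minus cytoplasmic receptor signal below a set negative limit, without overly bright fluorescence or cell loss, cut at about -3.5 in these data, passing the limit was not always enough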;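 also: z-score of nuclear minus cytoplasmic ring GR-EGFP intensity difference per well; some compounds called inactive have numbers as strong as hits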
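Also added – dexamethasone, 1.0 µM final · Buffer or medium – tet-free, stripped-serum medium · Schedule – induction 48 h, compound 1 h, agonist 30 min · Detection – formaldehyde fixation, Hoechst nuclear stain, 10x automated fluorescence imaging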
Yfh1-depleted yeast: enhancers of respiration in Yfh1-depleted yeast, dose response, Friedreich's ataxia, plus single-dose screen (AID 1465); S. cerevisiae Yfh1-off respiration, WST-1 reduction, 72 h; higher fold induction means a stronger effect; fold induction at 50 µM, or EC50 in µM where a hit was titrated; 220,000 compounds, 0.074% hits;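 active = fold induction of absorbance versus untreated yeast above a set limit, then at least 30% activation at any dose in follow-up; inconclusive = repeats straddling the limit, or above it without dose testing; inactive = fold induction below the set limit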;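 also: activators that raise dye reduction in frataxin-depleted yeast; strong numbers were not always called active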
Dynein transport cytoplasmic EGFP: second read-out of Dynein transport, no call of its own (marks repeat the call); z-score; measured here: cytoplasmic GR-EGFP intensity; stronger effect = higher value
Dynein transport nuclear GR-EGFP: also measured in Dynein transport; calls as there; z-score; measured here: nuclear GR-EGFP intensity;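 lower value marks the stronger effect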
Dynein transport cell count: further read-out of Dynein transport, marked with its call; z-score; measured here: cell count per field
Insulin prom up cell count: further read-out of Insulin prom up, marked with its call; cell count; measured here: cytotoxicity, nuclei count;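 total cells summed across four imaged fields per well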
Lipid droplet cells 6.5 µM: second read-out of Lipid droplet, no call of its own (marks repeat the call); cell count; measured here: cell count, cytotoxicity flag;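 cells counted across two imaged fields per well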
MT stabilize HCS Hoechst-high %: also measured in MT stabilize HCS; calls as there; % Hoechst-high responders; measured here: nuclear condensation Hoechst responders;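 share of cells brighter than vehicle mean plus two SD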
MT stabilize HCS cytotoxicity %: second read-out of MT stabilize HCS, no call of its own (marks repeat the call); toxicity, %; measured here: cytotoxicity by cell density;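 0% = mean cell density of plate MIN control wells and 100% = no cells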
Autophagy HCS cell loss 18 h: second read-out of Autophagy HCS, no call of its own (marks repeat the call); toxicity, %; measured here: cell loss, nuclei count;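 cell loss after 18 h compound exposure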
The depositor's hits bear a star; i = inactive; ? = inconclusive; / = not tested or not shown.

Structure,Autophagy HCS,Autophagy HCS cell loss 18 h,P. falciparum M1AAP,M17LAP inhibition,MT stabilize HCS,MT stabilize HCS Hoechst-high %,MT stabilize HCS cytotoxicity %,Lipid droplet,Lipid droplet cells 6.5 µM,Insulin prom up,Insulin prom up cell count,ER stress rescue,Dynein transport,Dynein transport cytoplasmic EGFP,Dynein transport nuclear GR-EGFP,Dynein transport cell count,Yfh1-depleted yeast
CCOC(=O)N/N=C(\C)c1ccccc1OC(F)F,i,8,-1%,4%,3.7,2.2,10,-4,767,0.57,1232,-2.4%,0.21,-0.22,0.74,-0.076,i
Cc1ccc(-c2[nH]c3ccccc3c2SCCNC(=O)c2cc3ccccc3oc2=O)cc1,i,-16,-1%,5%,3.7,2.4,8.0,22,713,-0.1,1062,0.7%,-0.7,0.56,0.66,0.39,i
O=C(Oc1coc(CSc2ncccn2)cc1=O)c1ccc(Br)o1,i,1,3%,2%,2.0,2.5,5.9,-13,660,-0.31,1429,-3.3%,-1.3,-0.23,-0.91,0.21,i
CC(C)NC(NC(=O)/C=C/c1ccccc1)C(Cl)(Cl)Cl (centres undefined),i,-4,8%,-7%,2.7,2.2,9.3,-12,669,0.17,1389,-0.2%,-1.3,-0.33,-0.7,0.89,i
COc1ccc(-c2cc(=O)oc3c(C)c(OC(=O)c4cccs4)ccc23)cc1,i,-15,1%,-13%,2.5,2.6,2.7,-6,388,1.1,1326,-0.6%,-0.077,-0.24,-0.066,-0.0011,i
CN1CCN(S(=O)(=O)CC2(C)C3CCC2(C)C(=O)C3Br)CC1 (centres undefined),/,/,5%,6%,/,/,/,-13,718,-0.39,1021,/,-0.52,-0.25,-0.14,0.25,i
COC(=O)c1c(C)oc(C)c1S(=O)(=O)N(Cc1ccccc1)C(C)C,/,/,-2%,-3%,/,/,/,-30,700,/,/,/,0.97,-0.25,0.34,-0.35,i
COc1ccc(S(=O)(=O)NC(C)C)cc1-n1cnnn1,i,-13,10%,-14%,3.2,1.4,9.4,8,710,0.8,1470,-0.1%,0.42,0.12,0.83,-0.3,i
Cc1cc(C)nc(Nc2n[nH]c(-c3ccccc3Br)n2)n1,i,2,5%,-3%,4.6,2.1,5.6,-1,753,0.03,1284,-3.6%,1.2,-0.0039,0.73,0.86,i
NNC(=O)COc1ccccc1F,i,8,6%,15%,1.9,1.4,2.9,-11,678,-0.31,1448,3.4%,-0.54,-0.28,0.28,0.54,i
COC(=O)C1CCN(C(=O)C(C)Oc2ccc(Cl)cc2Cl)CC1 (centres undefined),i,-3,5%,11%,4.3,1.8,7.0,-9,564,1.6,1409,/,-0.67,-0.26,-0.41,0.67,i
CCCCN1C(=O)C(O)(CC(=O)c2ccco2)c2cc(Br)ccc21 (centres undefined),i,-2,2%,9%,2.3,2.4,1.4,-80,591,-0.59,1156,/,-0.53,-0.24,0.024,0.74,i
O=C(CCCSc1nc2ccccc2[nH]1)NCc1ccco1,i,-1,-13%,-11%,2.9,1.5,8.6,/,/,-0.61,1651,-1.0%,-0.54,-0.18,-0.31,-0.11,i
C/C(=N\Nc1nccnc1Cl)c1ccc(F)cc1,i,-8,2%,21%,2.8,1.7,7.7,-18,682,0.31,1497,-2.6%,0.4,-0.34,0.45,-0.1,i
CCOc1ncccc1C(=O)OCC(=O)N1CC(=O)Nc2ccccc21,i,10,2%,9%,6.8,2.1,7.2,-4,542,-0.34,1106,/,1.1,-0.14,0.89,-0.41,i
CC(=O)c1sc2nc(CSc3nnnn3-c3ccccc3)[nH]c(=O)c2c1C,i,4,2%,8%,1.6,2.2,0.9,-9,680,0.26,1698,1.1%,0.04,0.055,-0.05,-0.33,i
Cc1nc2ccc(S(=O)(=O)NCC(=O)N3CCN(c4ccccn4)CC3)cc2s1,i,-10,2%,-5%,3.1,1.1,8.3,/,/,0.04,1441,-0.2%,-0.49,-0.35,0.089,0.71,i
O=C1CC(NNc2nc3ccccc3s2)C(=O)N1c1ccc(F)cc1 (centres undefined),/,/,8%,0%,/,/,/,6,736,-0.49,1162,/,-1.4,0.31,-0.3,0.68,i
COc1cc2c(cc1OC)C(C)N(C(=O)c1cccc([N+](=O)[O-])c1)CC2 (centres undefined),i,-8,-5%,9%,2.3,1.0,2.5,-23,670,0.65,1155,-1.0%,1.1,-0.091,0.22,-0.87,i
CCOc1ccccc1OCCCCN1CCCC1,i,-1,3%,4%,2.5,1.3,7.1,18,765,0.88,1170,-2.6%,-0.48,-0.21,0.01,0.69,i
O=C(CSc1nc2c(c(=O)n1-c1ccc(F)cc1)SCC2)NCC1CCCO1 (centres undefined),i,-5,16%,12%,2.3,1.3,8.2,-10,697,0.1,871,-0.7%,0.76,0.28,0.69,0.009,i
O=c1oc2c(Cl)cc(Cl)cc2cc1-c1nnc(Nc2ccccc2F)s1,i,-37,-5%,7%,1.9,1.4,13,/,/,-0.16,1567,3.0%,-0.48,-0.045,0.14,0.61,/
CCOC(=O)c1oc2ccccc2c1NC(=O)CCl,/,/,6%,0%,/,/,/,6,640,0.33,1152,/,-0.54,-0.097,-0.63,-0.61,i
CC(C)C(c1nnnn1Cc1cccs1)N1CCN(C(=O)c2ccco2)CC1 (centres undefined),i,-7,-2%,1%,2.2,2.7,5.8,-3,649,-0.57,1556,-0.1%,-1,0.62,-0.56,-0.071,i

Additional results.
structure	Autophagy HCS	Autophagy HCS cell loss 18 h	P. falciparum M1AAP	M17LAP inhibition	MT stabilize HCS	MT stabilize HCS Hoechst-high %	MT stabilize HCS cytotoxicity %	Lipid droplet	Lipid droplet cells 6.5 µM	Insulin prom up	Insulin prom up cell count	ER stress rescue	Dynein transport	Dynein transport cytoplasmic EGFP	Dynein transport nuclear GR-EGFP	Dynein transport cell count	Yfh1-depleted yeast
Cc1ccccc1N1C(=O)CN(Cc2sccc2C)C1=S	i	-11	3%	-10%	2.6	5.5	6.4	-2	664	0.5	1266	5.6%	-0.4	-0.32	-0.67	0.33	i
O=C(Nc1ccccc1-c1nnc(SCc2ccccc2Cl)o1)c1ccccc1	i	-5	?	-11%	1.2	1.4	8.4	/	/	-1	1301	-1.3%	-0.4	-0.2	-0.34	0.53	i
CC1(C)CC(=O)c2sc(NC(=O)CN3CCOCC3)nc2C1	i	2	2%	19%	3.7	2.6	4.3	-3	711	-0.81	1300	-1.0%	-0.32	-0.22	-0.38	-0.16	i
c1ccc(-c2nnc3sc(Cc4cccs4)nn23)cc1	i	-6	12%	10%	4.3	2.5	6.6	-7	753	0.01	1067	0.8%	0.3	-0.23	0.14	-0.14	i
O=C(CCCSc1nc2ccccc2[nH]1)N1CCN(c2ccccc2)CC1	i	3	-4%	3%	2.7	2.2	12	/	/	-0.23	984	-2.1%	-0.35	-0.2	0.047	0.23	i
CCN(CC)S(=O)(=O)c1cccc(C(=O)N/N=C(\C)c2ccc(O)cc2O)c1	i	14	0%	4%	2.3	0.5	30	29	572	0.19	678	-0.3%	-0.29	-0.34	-0.27	0.33	i
Cn1cc(CNCCN2CCCCC2=O)c(-c2cccc(Cl)c2)n1	i	-13	-1%	-12%	1.7	1.8	5.9	8	733	/	/	-1.3%	-1.5	-0.19	-0.8	-0.41	i

Full records from above. Screens in order: Autophagy HCS | Autophagy HCS cell loss 18 h | P. falciparum M1AAP | M17LAP inhibition | MT stabilize HCS | MT stabilize HCS Hoechst-high % | MT stabilize HCS cytotoxicity % | Lipid droplet | Lipid droplet cells 6.5 µM | Insulin prom up | Insulin prom up cell count | ER stress rescue | Dynein transport | Dynein transport cytoplasmic EGFP | Dynein transport nuclear GR-EGFP | Dynein transport cell count | Yfh1-depleted yeast
Entry for COc1ccc(-c2cc(=O)oc3c(C)c(OC(=O)c4cccs4)ccc23)cc1 : i | -15 | 1% | -13% | 2.5 | 2.6 | 2.7 | -6 | 388 | 1.1 | 1326 | -0.6% | -0.077 | -0.24 | -0.066 | -0.0011 | i
Entry for CC(C)NC(NC(=O)/C=C/c1ccccc1)C(Cl)(Cl)Cl (centres undefined) : i | -4 | 8% | -7% | 2.7 | 2.2 | 9.3 | -12 | 669 | 0.17 | 1389 | -0.2% | -1.3 | -0.33 | -0.7 | 0.89 | i
Entry for CCOC(=O)N/N=C(\C)c1ccccc1OC(F)F : i | 8 | -1% | 4% | 3.7 | 2.2 | 10 | -4 | 767 | 0.57 | 1232 | -2.4% | 0.21 | -0.22 | 0.74 | -0.076 | i

Random draw from the library; overall some 3.5% were active at least once.
